# CaV13 FRET inh = Disruptors of the CACNA1D IQ motif to Ca2+-dependent inactivation inhibitor domain association, primary screening, Förster resonance energy transfer in intact living …. inhibition, % at 12.3 µM. hit rate 0.098% among 340,000. HEK cells, CFP/YFP FRET ICDI-IQ, plate reader, 10 min; percent FRET-ratio fall versus neutral wells. AID 743397;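 active = mean replicate inhibition of at least 30% and at least 1% of replicates passing that level; inconclusive = only one of the two criteria is met; inactive = neither criterion is met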;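 also: 0% = median of the neutral control wells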
# NR2E3 ag-1 = activates human photoreceptor nuclear receptor NR2E3; Q9Y5X4; GST-NR2E3/biotin-RetCOR TR-FRET, 1536-well; inhibition of corepressor binding, % at 4.78 µM; hit rate 0.12% among 320,000; AID 2300;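 active = percent inhibition above the cutoff of mean plus 3 SD of all tested compounds, set per screening campaign, cut at about 20% in these data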;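 also: 0% = DMSO wells and 100% = biotin wells as full block of FRET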
# Target sequence (Q9Y5X4 whole entry, looked up): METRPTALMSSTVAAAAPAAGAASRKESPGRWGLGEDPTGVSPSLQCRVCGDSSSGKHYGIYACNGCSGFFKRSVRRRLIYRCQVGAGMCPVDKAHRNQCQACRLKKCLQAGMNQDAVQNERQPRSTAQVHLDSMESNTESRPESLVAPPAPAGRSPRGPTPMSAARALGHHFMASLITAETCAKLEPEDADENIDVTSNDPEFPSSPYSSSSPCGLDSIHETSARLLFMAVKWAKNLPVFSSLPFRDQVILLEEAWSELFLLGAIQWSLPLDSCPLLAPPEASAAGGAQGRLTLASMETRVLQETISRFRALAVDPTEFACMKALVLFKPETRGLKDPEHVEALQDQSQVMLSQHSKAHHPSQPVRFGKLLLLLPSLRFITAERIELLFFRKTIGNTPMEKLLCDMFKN
#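 Test system – NR2E3–RetCOR corepressor complex · Quantity – NR2E3 fusion 1.35 nM · Buffer or medium – Tris pH 7.5 · Incubation – Compound–protein incubation for 5 h at 4 °C · Technique – TR-FRET, Eu(K)-anti-GST donor, streptavidin-D2 acceptor, ex 340, em 617/671 nm · Evaluation – percent inhibition of 671/617 nm emission ratio versus biotin and DMSO controls · Plate – 1536-well format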
# aDG glyco act = alpha-DG glycosylation activation; Pro5-aDG cells, alpha-DG glycosylation AlphaScreen (IIH6); 0% Pro5, 100% B10-LARGE cell signal; hit rate 0.22% among 360,000; activation, % at 10 µM;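 active = activation of at least 8% versus controls, or a plate z-score of at least 8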;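 also: Pro5 are CHO cells carrying HIG-tagged alpha-DG that lacks glycosylation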
# hiPSC survival = increases survival of single human iPS cells | hit rate 0.044% among 360,000 | survival enhancement, % at 20 µM | hiPSC single-cell survival, ATPlite luminescence; 100% = ROCK inhibitor wells, 0% = DMSO; in the data active = survival enhancement above about 18%;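 also: cells exposed to compounds for 16 hours before the ATP read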
# Vif inh = inhibitors of HIV Vif; HEK293T cells, Vif self-association by quenched fluorescence, imaging, 24 h; inhibition, % at 7.49 µM; hit rate 0.35% among 340,000; AID 602346; in the data active = inhibition above about 50%, passing the limit was not always enough; inconclusive = no clear call, values can overlap the other calls; inactive = below about 31%; also: some results filed as inactive read as strong as hits
# Granule exo inh = lytic granule exocytosis inhibition; TALL-104 LAMP-1 surface exposure, flow cytometry; cells stimulated with thapsigargin and PMA; inhibition, % at 10 µM; hit rate 0.66% among 360,000;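 active = inhibition above about 55%, limit read from the data; inconclusive = no clear call, values can overlap the other calls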
# NR2E3 ag-2 = activates human NR2E3 receptor; AID 602229; CHO-S Gal4-NCOR/VP16-NR2E3 two-hybrid, luciferase; Q9Y5X4; inhibition of corepressor binding, % at 3.98 µM; hit rate 0.35% among 360,000;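 active = inhibition above the mean of all tested compounds plus 3 SD, cut at about 70% in these data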;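 also: 0% = DMSO with NR2E3 transfected cells and 100% = cells lacking NR2E3 construct; higher means lower luciferase signal from less NR2E3 corepressor binding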
# Peg3 prom inh = inhibitors of Peg3 promoter. HeLa PEG-Prom luciferase reporter, luminescence, overnight. inhibition, % at 20 µM. hit rate 1.7% among 360,000. AID 588405;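 active = inhibition of at least 50% at 20 µM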
# PDI turbidity = blocks human protein disulfide isomerase activity; hit rate 0.052% among 350,000; inhibition, % at 10 µM; PDI insulin aggregation turbidity, A650, 90 min; P07237; AID 588391;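 active = mean inhibition across replicates of 30% or more, whatever share of single replicates reach that level; inconclusive = mean inhibition below 30% while every single replicate reaches 30%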;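 also: absorbance from insulin aggregation driven by PDI reduction with DTT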
# Target sequence (P07237 whole entry, looked up): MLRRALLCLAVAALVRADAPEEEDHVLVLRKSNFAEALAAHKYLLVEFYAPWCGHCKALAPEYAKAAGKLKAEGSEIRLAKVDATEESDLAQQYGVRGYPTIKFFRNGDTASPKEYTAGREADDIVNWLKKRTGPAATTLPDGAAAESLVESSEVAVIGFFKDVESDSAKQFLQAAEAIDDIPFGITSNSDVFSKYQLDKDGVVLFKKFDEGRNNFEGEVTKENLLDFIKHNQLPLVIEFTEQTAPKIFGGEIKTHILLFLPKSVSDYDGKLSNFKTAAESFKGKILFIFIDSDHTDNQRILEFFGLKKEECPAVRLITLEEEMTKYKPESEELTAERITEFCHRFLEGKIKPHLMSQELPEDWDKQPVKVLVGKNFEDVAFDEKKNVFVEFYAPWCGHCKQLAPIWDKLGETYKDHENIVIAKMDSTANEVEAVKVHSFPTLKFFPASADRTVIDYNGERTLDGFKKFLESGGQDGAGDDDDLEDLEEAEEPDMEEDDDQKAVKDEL
# MITF TRPM1 inh = reduces MITF-dependent TRPM1 promoter luciferase signal | SK-MEL-5 TRPM1 promoter luciferase, 24 h | inhibition, % at 12.5 µM | hit rate 0.83% among 330,000;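 active = mean inhibition across replicates of 60% or more, whatever share of single replicates reaches that level; inconclusive = some that reach 60%, reason not given; inactive = mean inhibition across replicates below 60%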; also: values of inactives mirror those of a sister screen read the other way
# HIF-2a block = blocks HIF-2a reporter activity; 786-0 RCC cells HIF-2a reporter, luciferase luminescence, overnight; inhibition, % at 18.8 µM; hit rate 0.72% among 360,000;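 active = inhibition of the luminescence signal of 40% or more relative to plate controls, in a single-dose primary screen at 18.75 µM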
# Numbers without * were called inactive; u = inconclusive; x = no result given.
SMILES,CaV13 FRET inh,NR2E3 ag-1,aDG glyco act,hiPSC survival,Vif inh,Granule exo inh,NR2E3 ag-2,Peg3 prom inh,PDI turbidity,MITF TRPM1 inh,HIF-2a block
Cc1cc(C)c2nc(Cl)c(Cl)nc2c1,-5.2,2.8,0.0,1.5,16.2,-7.3,-7.5,5.6,12.8,-6.8,15.9
Clc1ccc2c(c1)Nc1ccccc1CC2,-23.7,-1.0,0.0,-0.8,-8.6,-4.6,-14.9,-43.4,1.0,-10.1,-94.6
CC(NC(=O)C1CCC(CNS(=O)(=O)c2ccccc2)CC1)c1ccccc1 (stereo unspecified),-4.4,2.3,-0.1,0.7,-5.5,0.2,-1.4,8.2,-4.4,2.0,-2.3
Cc1nc2cc(NS(=O)(=O)c3ccc(Br)cc3)ccc2n1C,-3.7,-1.4,0.6,-1.0,1.1,-0.3,-1.7,26.5,-3.8,-2.3,4.9
CCOC(=O)c1ccc2ncc(-c3ccccc3)nc2c1,4.5,x,-0.2,-0.2,-4.6,-2.0,-37.6,-405.0,-4.4,-113.4,-336.5
C=CCc1ccccc1OCC(=O)NNC(=S)NCc1ccccc1,-4.9,-1.0,0.3,-0.5,-9.7,-10.3,-12.8,21.7,7.0,-4.9,3.2
CN(C(=O)c1ccccc1C(=O)OCC(=O)Nc1ccc(S(N)(=O)=O)cc1)c1ccccc1,-6.3,-1.4,-0.3,0.4,2.6,1.0,6.7,2.6,-0.8,3.1,9.4
CCC(c1nnc(SCC(=O)NC23CC4CC(CC(C4)C2)C3)o1)N(C)C (stereo unspecified),x,-3.1,0.9,0.3,0.4,-3.4,-15.4,16.0,0.0,-4.2,18.4
OC(c1ccc(-c2ccccc2)cc1)c1ncc(-c2ccccc2Cl)[nH]1 (stereo unspecified),-9.3,x,0.1,2.6,5.0,2.4,21.3,34.6,5.7,x,13.9
NC(N)=Nc1nc2ccc([N+](=O)[O-])cc2[nH]1,-12.8,-1.7,0.1,-0.1,3.8,1.0,-0.1,-25.2,-1.7,-7.8,-68.8
Cc1ccc(/C=C(\C#N)C(=O)Nc2c(C)cccc2C)s1,-7.8,0.0,-0.3,0.0,2.9,3.0,-57.8,13.5,5.7,-4.2,-14.7
CN(C(=O)CN1C(=O)S/C(=C\c2ccccc2Cl)C1=O)C1CCS(=O)(=O)C1 (stereo unspecified),-14.7,-0.5,0.1,0.8,8.0,-0.9,10.5,34.9,-2.9,-19.2,9.0
O=C(CSc1nnc(-c2ccco2)o1)NC1CCCCCC1,x,-3.7,0.2,-2.9,-35.4,5.7,-24.2,12.9,-1.3,3.5,3.3
C#CCOCCOCCOCCNc1nc(N2CCN(C(=O)[C@H]([C@@H](C)CC)n3cc([C@@H](N)CC(C)C)nn3)CC2)nc(N2CCN(C(=O)[C@H]([C@@H](C)CC)n3cc([C@@H](N)CC(C)C)nn3)CC2)n1,-11.1,-2.6,-0.5,-3.7,-1.0,-9.0,-27.6,-12.4,28.1,-4.0,-0.6
Cc1ccc(C(=O)CC2(O)C(=O)N(CCc3ccccc3)c3ccc(Br)cc32)o1 (stereo unspecified),-7.0,1.9,1.6,1.7,-5.7,-2.7,-4.8,21.0,5.4,13.9,11.2
CC[C@H](C)[C@H]1CNC(=O)C(=O)N1CC1CCN(CCc2ccccc2)CC1,x,x,-0.3,-0.8,x,2.2,-15.9,-4.0,1.8,-12.3,-2.3
COc1cc(C(=O)Nc2nnc(CC(=O)NCc3ccccc3)s2)cc(OC)c1OC,-5.8,2.2,1.7,-0.3,x,-2.3,10.9,8.6,-16.5,-11.7,11.6
Nc1cc(N)nc(SCC(=O)Nc2cc(S(=O)(=O)N3CCOCC3)ccc2Cl)n1,x,-2.7,0.0,0.0,-0.3,-8.0,-14.6,1.6,-3.8,0.8,13.7
O=S(=O)(c1cnccc1N1CCN(/N=C/c2ccc(Cl)cc2)CC1)N1CCCCC1,x,2.0,0.2,2.2,12.7,3.3,2.6,33.4,3.8,6.6,18.7
O=C1C=C(N2CCOCC2)CO1,-11.9,2.2,-0.2,0.4,-0.7,0.9,-7.0,4.8,1.5,-8.4,4.8
C=CCC[C@@H](Cc1ccc(F)cc1)C(=O)OC[C@H]1CCCN1C(=O)[C@@H](CC=C)CC(=O)N[C@H](CO)Cc1ccccc1,-10.1,x,0.7,-0.6,4.0,8.6,6.1,18.9,-0.8,-10.7,11.3
CC(C)c1ccc(CC(=O)N2CCC2(C)C(=O)Nc2ccc3c(c2)OCCO3)cc1 (stereo unspecified),-13.1,x,0.0,1.8,-2.4,-4.1,35.3,17.3,9.7,x,26.2
CCCOc1ccc(-c2c(C(=O)N/N=C(\C)COc3ccccc3)nnn2-c2nonc2N)cc1,-3.3,2.2,-0.8,0.5,-0.6,0.4,13.0,4.2,-6.3,-0.6,12.0
CC1(C(=O)O)CCC(C(=O)NC2CCCCC2)C1(C)C (stereo unspecified),-7.3,1.5,0.0,2.0,-34.8,-3.1,-19.8,4.8,-12.4,11.9,5.6
Cc1ccc(C)c2sc(NC(=O)C3CC3)nc12,u,-0.2,-0.2,-0.8,4.7,1.5,-25.6,8.7,x,x,6.8

# Entries listed so far that contain an aryl thioether with sulfur outside any ring:
SMILES,CaV13 FRET inh,NR2E3 ag-1,aDG glyco act,hiPSC survival,Vif inh,Granule exo inh,NR2E3 ag-2,Peg3 prom inh,PDI turbidity,MITF TRPM1 inh,HIF-2a block
CCC(c1nnc(SCC(=O)NC23CC4CC(CC(C4)C2)C3)o1)N(C)C (stereo unspecified),x,-3.1,0.9,0.3,0.4,-3.4,-15.4,16.0,0.0,-4.2,18.4
O=C(CSc1nnc(-c2ccco2)o1)NC1CCCCCC1,x,-3.7,0.2,-2.9,-35.4,5.7,-24.2,12.9,-1.3,3.5,3.3
Nc1cc(N)nc(SCC(=O)Nc2cc(S(=O)(=O)N3CCOCC3)ccc2Cl)n1,x,-2.7,0.0,0.0,-0.3,-8.0,-14.6,1.6,-3.8,0.8,13.7

# Continuation:
SMILES,CaV13 FRET inh,NR2E3 ag-1,aDG glyco act,hiPSC survival,Vif inh,Granule exo inh,NR2E3 ag-2,Peg3 prom inh,PDI turbidity,MITF TRPM1 inh,HIF-2a block
O=C(COC(=O)CNC(=O)c1sc2ccccc2c1Cl)NC1CCS(=O)(=O)C1 (stereo unspecified),-1.2,-0.6,-0.1,-0.3,14.1,0.0,21.4,-18.4,2.6,2.2,3.5
Cc1nn2c(Nc3ccccc3)c3c(nc2c1-c1ccccc1)CCC3,10.2,-3.6,0.5,-1.1,1.0,2.5,-40.2,-5.0,-1.7,-3.8,17.9
COC(=O)CCN1CCN(S(=O)(=O)c2ccccc2Br)CC1,-3.0,-1.0,0.2,-0.8,-1.8,-1.9,3.2,11.5,-4.4,-7.1,15.2
CCC1CCC/C1=N\NC(=O)c1ccc(Cl)cc1 (stereo unspecified),-4.4,-2.6,0.1,-0.6,-28.4,8.9,-1.3,-36.1,-1.2,6.0,6.9
N=c1ccn(Cc2ccc(F)cc2)cc1,-19.8,1.2,-0.1,-0.3,-5.2,1.0,-12.0,17.8,7.0,x,21.2
O=C(O)COc1ccccc1/C=C1\C(=O)Nc2ccc(Br)cc21,-1.2,-2.6,-0.1,-0.5,-2.0,-0.2,-15.1,1.5,-7.6,19.5,18.5
CC1CCN(C(=O)CCCN2C(=O)c3cccnc3Oc3ccc(Cl)cc32)CC1,-2.1,2.8,0.1,-0.3,-5.9,0.0,4.6,-0.1,7.8,8.9,0.1
Cc1ccc(S(=O)(=O)N/N=C/c2ccc(OCC(=O)Nc3ccccc3Cl)cc2)cc1,-1.5,-0.8,0.2,1.3,-7.2,-0.6,11.7,-51.5,4.2,-3.3,-28.5
CN(C)C(=S)Nc1ccc(Br)c(Cl)c1,-5.3,-1.0,0.0,-0.1,-1.5,9.4,28.2,10.0,-5.2,-1.7,6.9
O=C(O)CCC(=O)Nc1ccccc1C(=O)NCCc1ccccc1,-2.6,-2.7,0.0,-1.9,-1.4,7.1,-91.2,-126.9,4.6,-25.9,-140.8
O=c1[nH][nH]c2c1[C@H](c1ccc(F)cc1)O[C@H](CCc1ccccc1)C2,-6.0,x,0.0,0.2,x,1.1,7.7,x,x,x,15.2
Cn1cccc1CNC1CCCC1,-8.3,0.5,-0.1,-0.5,9.1,-2.7,-10.1,4.7,-1.5,7.5,-3.6
c1cncc(-c2nc(NCCCN3CCOCC3)c3c4c(sc3n2)CCC4)c1,-1.3,-4.8,-0.5,-0.1,2.4,9.5,-34.3,-2.5,0.0,-15.2,-38.4
N=C1/C(=C/c2ccco2)C(=O)N=C2SC(CC(=O)N3CCCC3)=NN12,-2.8,-0.8,0.2,-0.6,-5.0,-6.2,-6.8,3.5,18.6,-6.5,0.4
COc1cccc2c1cc1c(=O)n(CC(=O)NCCCN3CCN(C)CC3)nc(C)n12,-6.9,-1.1,0.2,-0.2,3.1,-1.5,0.1,-4.2,-1.8,1.4,1.2
Cc1cc(C)cc(NC(=O)C(OC(=O)c2sccc2C)c2ccccc2)c1 (stereo unspecified),-2.9,-2.9,-0.1,-1.6,-15.7,-6.5,-10.6,-4.5,0.9,3.6,1.7
Cc1ccc2cc3c(N)c(C(=O)N4CCOCC4)sc3nc2c1,x,-4.0,1.3,3.6,9.6,-6.1,-16.3,-238.6,-4.9,-13.5,-212.1
CCc1nc2c(OCC(=O)C(C)(C)C)cccn2c1N(C=O)Cc1ccc(OC)cc1,-10.1,x,0.0,2.2,10.2,1.8,-10.7,10.1,1.3,x,13.5
CCn1c(O)c(C=NC2CCCC(C)C2C)sc1=S (stereo unspecified),-4.1,-0.5,0.1,0.1,7.7,7.3,-137.3,-195.3,7.8,-50.3,-238.3
C[C@H](CO)N1C[C@H](C)[C@@H](CN(C)S(=O)(=O)c2ccc(F)cc2)OCc2cnnn2CCCC1=O,-6.0,x,0.0,-1.9,3.3,0.5,-38.5,6.0,-0.4,x,5.2
Cc1nn(C)c(C)c1CN(C(=O)C1CCC(=O)N(C2CCCCCC2)C1)C(C)C (stereo unspecified),-14.1,0.9,-0.1,0.1,-3.8,-0.8,-47.6,-101.9,-1.1,-14.5,-114.3
CC(=O)NCCn1c(SCc2cccc([N+](=O)[O-])c2)nc2ccccc2c1=O,-19.8,1.4,0.0,-0.2,-4.1,-2.7,-6.3,37.6,5.7,3.7,13.4
O=C(NCCNCc1ccc(F)cc1)c1ccco1,x,1.8,0.0,0.3,19.1,-4.6,-26.0,-1.0,4.2,10.2,3.5
C[C@H](CO)N1C[C@H](C)[C@@H](CN(C)Cc2cccnc2)Oc2cc(-c3cccnc3)ccc2S1(=O)=O,-4.6,x,0.1,-1.8,18.6,-1.0,-7.4,3.7,-0.5,x,-20.9
CC(C)n1c(C(F)(F)F)nc2cc(C(=O)N3CCC(O)CC3)ccc21,9.7,-2.4,0.1,-0.2,4.4,-3.7,-33.3,-5.4,2.2,1.5,6.9

# Compounds as they come; about 3.5% have a hit in one of these screens.
